S1P3 antagonist = S1P3 (human) receptor antagonism; AID 485; CHO S1P3 NFAT-BLA reporter, FRET fluorescence, antagonist mode; inhibition, % at 4.98 µM; 170,000 tested, 0.27% active;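 active = inhibition above the plate cutoff, the mean inhibition of test wells on that plate plus 3 SD, cut at about 28% in these data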;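 also: cells challenged with S1P at its EC80 of 0.8 µM; blue over green emission ratio from cleaved BLA substrate after 4 h stimulation; 0% = S1P-stimulated wells and 100% = unstimulated DMSO-only wells; some compounds past the cut are filed as inactive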
Target sequence (Q99500 whole entry, looked up): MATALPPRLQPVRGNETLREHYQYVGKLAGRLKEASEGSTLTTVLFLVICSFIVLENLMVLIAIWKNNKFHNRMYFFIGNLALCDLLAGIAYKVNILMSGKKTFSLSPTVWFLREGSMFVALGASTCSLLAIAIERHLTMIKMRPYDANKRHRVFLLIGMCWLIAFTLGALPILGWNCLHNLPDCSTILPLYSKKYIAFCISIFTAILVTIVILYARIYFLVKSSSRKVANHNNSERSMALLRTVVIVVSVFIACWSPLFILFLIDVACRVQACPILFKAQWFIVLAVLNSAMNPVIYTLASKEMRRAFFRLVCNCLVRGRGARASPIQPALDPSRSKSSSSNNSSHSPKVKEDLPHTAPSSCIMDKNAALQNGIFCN
Redox H2O2 prof = compounds producing H2O2 with reducing agent – biochemical, NIH compound library profiling, artefact control for MLSCN library redox annotation, primary screen | DTT-dependent redox cycling H2O2, phenol red/HRP absorbance; 100% = 100 µM peroxide control, 0% = buffer | activation, % at 10 µM | 200,000 tested, 0.03% active;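 active = activation of at least 50% relative to the plate's high and low controls in the primary single-dose screen; inactive = activation below 50%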;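 also: compound incubated with DTT at 0.8 mM final as the reducing agent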
Diaph inh CS = counter-screen for diaphorase-based assays: diaphorase inhibitors and chemical oxidizers | diaphorase resazurin-to-resorufin fluorescence, NADH, 16 min; bacterial (C. kluyveri) enzyme, not human | inhibition, % at 20 µM | 190,000 tested, 0.69% active;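 active = primary screen inhibition at 20 µM above a set limit, cut at about 50% in these data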;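 also: plate controls were DMSO with full reaction for no effect and wells lacking NADH for full effect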
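Test system: bacterial diaphorase enzyme (C. kluyveri); Quantity: 0.14 U/mL diaphorase, enzyme working solution; Times: reaction incubation of 16 min at room temperature; Measured by: fluorescence of resorufin formed from resazurin, Ex 544/Em 590 nm; Benchmarks: positive control minus NADH, DMSO neutral control.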
G6PDH counter = counter-screen for G6PDH assay hits: L. mesenteroides G6PDH inhibition; Purified L. mesenteroides G6PDH, diaphorase/resazurin coupled fluorescence, 45 min; inhibition, % at 5 µM; AID 1020; 200,000 tested, 0.12% active
TLR4 MyD88 comp = blocks binding of human TLR4 to MyD88 | AID 861 | O00206+Q99836 | HeLa CL3-4 TLR4/MyD88 BLA complementation, FRET ratio | 200,000 tested, 0.18% active | inhibition, % at 8.4 µM; in the data active = inhibition above about 25%;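 also: 0% = vehicle and 100% = reference inhibitor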
PMI activator = activators of human phosphomannose isomerase; P34949; purified human PMI, coupled resazurin fluorescence, 20 min; stronger effect = higher value; 1 = vehicle control, 0 substrate-free wells; activation factor at 20 µM; 190,000 tested, 0.005% active; AID 1214;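 active = activation factor of 2 or more at 20 µM, relative to plate controls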
Target sequence (P34949 whole entry, looked up): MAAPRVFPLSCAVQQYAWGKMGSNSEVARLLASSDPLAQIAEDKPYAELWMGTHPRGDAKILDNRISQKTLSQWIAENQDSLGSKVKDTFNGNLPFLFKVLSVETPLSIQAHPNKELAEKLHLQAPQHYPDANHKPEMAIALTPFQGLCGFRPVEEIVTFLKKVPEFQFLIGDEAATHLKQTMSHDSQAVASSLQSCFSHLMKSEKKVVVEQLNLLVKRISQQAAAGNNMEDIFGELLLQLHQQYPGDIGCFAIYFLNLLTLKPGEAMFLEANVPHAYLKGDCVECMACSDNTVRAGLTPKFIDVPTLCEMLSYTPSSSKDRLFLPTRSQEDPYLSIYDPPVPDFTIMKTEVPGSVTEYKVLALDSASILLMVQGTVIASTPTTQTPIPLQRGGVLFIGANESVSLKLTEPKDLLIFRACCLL
PMI act satM6P = activators of human phosphomannose isomerase at near-saturating mannose 6-phosphate; coupled PMI enzyme assay, resazurin fluorescence, 20 min; stronger effect = higher value; 1 = untreated enzyme, 0 = substrate-free blank; activation factor at 20 µM; 190,000 tested, 0.34% active; AID 1216;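 active = activation factor of 2 or more at 20 µM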
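Test system: human PMI in coupled enzyme assay; Input: PMI at 15 ng/mL final; Medium: HEPES buffer, pH 7.4; Schedule: 20 min incubation at room temperature; Technique: resorufin fluorescence at Ex 544/Em 590 nm; Compound: 20 µM single dose; Probe or stimulus: Near-saturating mannose-6-phosphate, 1.0 mM.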
Diaphorase act = counter-screen for diaphorase-based assays: diaphorase activators and chemical reducers. Diaphorase/resazurin coupled assay, resorufin fluorescence, 16 min; stronger effect = higher value; 1 = vehicle wells, 0 = NADH-free wells. activation factor at 20 µM. 190,000 tested, 0.005% active;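 active = diaphorase activity raised at least twofold by the compound at 20 µM; inactive = activation factor below 2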
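Test system: Clostridium kluyveri diaphorase, purified enzyme. Buffer or medium: 50 mM HEPES pH 7.4 buffer plus MgCl2 and Tween 20. Also added: 0.114 mM NADH and 0.1 mM resazurin, final amounts. Dosing: compound 20 µM once, DMSO 1%. Schedule: 16 min enzyme reaction, ambient temperature. Detection: fluorescence of resorufin, 544 nm excitation, 590 nm emission.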
Lmaj promast = reduces viability of Leishmania major promastigotes. resazurin fluorescence viability. inhibition, % at 10 µM. 200,000 tested, 9% active;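 also: promastigotes grown with compound for 44 hours at 28 °C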
RAM inhibit = yeast RAM network inhibition | 190,000 tested, 1.8% active | inhibition, % at 50 µM | S. cerevisiae dse1pr::URA3 reporter, 5-FOA growth OD615, 2 d; analog-sensitive cbk1-as2 kinase mutant strain;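 active = inhibition above a set limit, 3 SD over mean compound inhibition, cut at about 8.4% in these data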;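 also: 0% = DMSO-only wells with no growth and 100% = 10 µM 1-NA-PP1 full growth; inhibition rescues growth on 5-FOA so higher OD means more RAM inhibition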
Hsp70 activator = transcriptional activators of Hsp70; HeLa Hsp70 promoter luciferase reporter, luminescence; scaled: vehicle 0, proteasome-inhibitor control 100%; activation, % at 10 µM; 200,000 tested, 0.04% active;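 active = activation above the mean across all tested compounds plus 3 SD, cutoff set per campaign, cut at about 5.5% in these data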;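 also: 100% = MG132 at 30 µM as the positive control and 0% = DMSO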
Numbers without * were called inactive; . = not tested or not shown. Rule as the data show it, unless noted: active = inhibition above about 50%; inactive = the rest. Compounds were not picked by outcome. Share with any hit: about 12%.

SMILES,S1P3 antagonist,Redox H2O2 prof,Diaph inh CS,G6PDH counter,TLR4 MyD88 comp,PMI activator,PMI act satM6P,Diaphorase act,Lmaj promast,RAM inhibit,Hsp70 activator
CC(C(=O)NCc1cccnc1)N1C(=O)c2ccccc2C1=O (stereo unspecified),.,-4.1,2,3,3,1.1,1.1,1,-2,0.9,-0.1
COC(=O)C1=C(C)NC2=C(C(=O)CC(C)(C)C2)C1c1cccc(C)n1 (stereo unspecified),-70,2.0,-3,3,1,1.1,1,1,-4,0.3,0.6
Cc1ccc(CCNc2ccc3ccccc3c2)cn1,.,0.2,.,.,14,.,.,.,2,4.1,0.0
CCn1cc(CNC(=O)c2cc(Cl)ccc2OC)c(C)n1,-2,-0.4,11,6,-5,1,1,0.9,-5,1.7,-0.3
CN1CCN(S(=O)(=O)c2ccc(N(C)CC(=O)Nc3ccc(F)cc3)nc2)CC1,-10,2.1,.,.,12,.,.,.,1,2.4,-0.4
O=C(NCc1ccco1)C(c1ccccc1)N(Cc1cccnc1)C(=O)Cn1nnc2ccccc21 (stereo unspecified),-20,0.4,12,2,19,1.1,1.1,0.9,4,1.2,-0.3
COc1cc(OC)c(OC)cc1C=NCC1(c2ccccc2)CCCC1,.,-4.0,14,9,-14,0.9,0.7,0.9,6,0.3,-0.2
COc1ccc(C(=O)NNC(=O)c2ccc(S(=O)(=O)N3CCOCC3)cc2)cc1,-3,1.4,3,-1,-1,1.1,1.1,1,-5,1.6,0.1
Cc1nc2nc(SCC(=O)O)nn2c(C)c1Cc1ccccc1Cl,-17,-0.5,-2,-1,-7,1.2,1.2,1,-3,1.4,-0.1
Cc1ccc(NC(=O)CCC(=O)NNC(=O)C(c2ccccc2)c2ccccc2)c(C)c1,.,-0.2,5,-10,17,0.9,0.9,0.9,-4,4.0,-0.3
O=C(CNC(=O)c1ccccc1)OC(C(=O)c1ccccc1)c1ccccc1 (stereo unspecified),-23,0.0,14,-6,-8,0.9,1,0.9,-3,1.3,-0.1
Cc1nc2ccc(NC(=O)c3ccc(Cl)s3)cc2s1,56*,-1.8,17,-12,-1,0.9,1,0.8,-7,1.5,0.1
CC1CCN(C(=O)CN2C(=O)C(C)(C)Oc3ccc(C(=O)NC4CCCC4)cc32)CC1,-6,-0.5,16,-13,15,0.9,1,0.8,-2,1.3,0.0
COc1ccc(OC(C)C(=O)Nc2cccnc2)cc1 (stereo unspecified),.,0.3,19,2,5,1,1,0.8,-7,1.3,-0.2
Cc1ccc(NC(=O)C(C)N2C(=O)c3ccccc3C2=O)nc1 (stereo unspecified),-20,-3.0,-6,7,0,1,1.1,1.1,-3,1.1,-0.1
NC(=O)CC[C@@H]1NC(=O)[C@H](CO)NC(=O)c2cc([N+](=O)[O-])cc(I)c2NCC[C@@H](C(N)=O)NC1=O,2,0.7,-12,4,-7,1.3,1.3,1.1,23,-0.1,0.1
O=C(COc1ccccc1F)NCc1nc2ccccc2[nH]1,-3,0.9,17,8,-4,1.1,1.1,0.8,-8,1.4,-0.4
CCCCn1nc(C(=O)NC2=NCCS2)c2ccccc2c1=O,11,1.0,-8,7,4,1.1,1.1,1.1,4,1.5,-0.4
CCOc1ccc(/C=C2\SC(N3CCc4ccccc4C3)=NC2=O)cc1,7,0.2,14,-1,-5,0.9,1,0.9,0,6.1,-0.3
N#Cc1cn(-c2ccccc2)nc1-c1ccc2c(c1)OCCO2,2,2.0,6,1,-5,0.9,1,0.9,-5,2.9,-0.3
COC(=O)/C(=C\C(=O)c1ccccc1)Nc1cccc(C(F)(F)F)c1,.,-7.7,11,8,0,0.9,0.9,0.9,-8,-1.3,0.0
CNc1c([N+](=O)[O-])cnn1-c1ccc(Cl)cc1Cl,.,-3.7,15,5,-3,0.9,0.9,0.9,1,0.9,-0.5
O=S(=O)(c1ccc(Cl)cc1)n1c(Cc2ccccc2)nc2ccccc21,5,0.0,18,-17,-16,1.1,1.2,0.8,42,1.5,-0.5
Cc1cccc(NC(=S)NCCC(C)C)c1,9,0.1,3,25,-5,1,1,1,16,-0.8,-0.4
CCC(=O)Nc1ccc(S(=O)(=O)N2CCOCC2)cc1,.,0.6,14,7,4,0.9,0.9,0.9,2,0.2,0.0
CN(c1ccc(OCC(=O)NCc2cccnc2)cc1)S(=O)(=O)c1ccc(Cl)cc1,-20,-3.0,5,2,6,1.1,1,1,-8,1.2,0.0
Nc1cccc(Cl)c1N1CCOCC1,.,0.5,9,4,-1,1,1.1,0.9,-4,1.7,0.0
COc1cc(/C=N/NC(=O)c2c(-c3ccccc3)noc2C)ccc1O,.,-0.1,-6,-11,2,1,1,1.1,1,0.5,-0.3
O=C(CSc1cccc[n+]1[O-])N1CCCCCC1,-6,-1.2,4,0,0,0.9,0.8,1,-4,1.2,-0.3
O=C(NCc1cn2ccccc2n1)c1ccc2c(c1)OCO2,.,0.1,13,7,12,1,1,0.9,-3,1.5,-0.4
Cc1ccc(SCc2cc(=O)[nH]c(Nc3nc(C)c4ccccc4n3)n2)cc1,3,-0.2,22,0,3,1,0.9,0.8,0,2.1,-0.4
Cc1ccc(NC(=O)COC(=O)CN2C(=O)c3ccccc3C2=O)cc1S(=O)(=O)N(C)C,-5,-0.9,17,-4,-20,1.1,1.1,0.8,-1,2.7,-0.2
Cc1cnc(C(=O)Oc2c(C)ccc(C)c2C)cn1,2,-1.1,10,3,-9,1,1,0.9,-5,1.4,-0.1
COc1cc(C=O)c(Br)cc1OCc1ccc(C)cc1,.,2.5,19,-7,9,0.8,0.9,0.8,-5,1.4,0.8
N#Cc1c2c(c(-n3cnc4ccccc43)n3c1nc1ccccc13)CCC2,.,2.2,-8,6,-1,1.1,1.1,1.1,4,3.1,0.1
Cc1ccc(SCC(=O)NC(=O)NCCC(C)C)c(C)c1,-1,-0.2,16,4,-17,0.9,1,0.8,4,1.7,0.1
O=C(NC(=S)NCCc1ccccc1)c1ccccc1,.,-4.6,30,9,1,0.8,0.9,0.7,0,-0.1,-0.1
CCOc1ccc(N2CC(C(=O)Nc3ncccc3C)CC2=O)cc1 (stereo unspecified),.,0.4,20,5,5,0.9,0.9,0.8,4,0.7,0.2
O=S(=O)(c1cccc(-c2nc3ccccc3s2)c1)N1CCOCC1,.,-0.1,20,0,8,1,1,0.8,0,2.5,0.2
Cc1cccc(S(=O)(=O)CC(=O)Nc2nc(-c3ccccc3)cs2)c1,.,0.1,-1,0,1,1,1,1,99*,0.0,-0.6
CCc1ccc(NC(=O)Cc2c(C(=O)O)n(C)c3ccccc23)cc1,-23,-1.1,6,4,-10,1.2,1.1,0.9,-6,4.2,-0.3
CC(C)N(C(=O)CSc1nnc(NC(=O)C2CCC2)s1)C(C)C,-28,2.5,-9,0,6,1,1,1.1,-5,-0.8,-0.3
COc1ccc(-c2ccc(-c3nnc(-c4cc(OC)ccc4OC)o3)cc2)cc1,.,0.7,7,4,3,1,1,0.9,-2,8.4,-0.5
N/C(=N\OC(=O)CCCOc1ccccc1)c1cccc(Br)c1,-12,-0.8,16,2,0,1,0.9,0.8,-5,1.9,-0.2
Cc1cc(-n2c(C)cc(C(=O)CN3C(=O)NC4(CCCC4)C3=O)c2C)no1,-5,-0.6,19,-22,-3,0.9,1,0.8,5,2.0,-0.2
Cc1cccc(CS(=O)(=O)Cc2ccc(C(=O)NCCCN3CCCC3)o2)c1,.,0.1,1,0,-8,1,1,1,1,0.1,-0.3
Cc1c(NC(=O)COC(=O)c2cc3c4ccccc4n(C)c3s2)c(=O)n(-c2ccccc2)n1C,26,-0.7,21,3,1,1.2,1.8,0.8,96*,1.3,-0.1
C[C@@H]1C(=O)O[C@@H]2[C@H](O)C34[C@H]5C[C@@H](C(C)(C)C)C36[C@H](OC(=O)[C@@H]6O)OC4(C(=O)O5)[C@@]12O (stereo partly specified),-13,0.4,14,12,-6,1,0.9,0.9,-10,1.5,-0.4
CC(C)c1ccccc1NC(=O)COC(=O)c1c2c(nc3ccccc13)CCN(Cc1ccccc1)C2,6,-0.6,16,-8,-2,1.5,2.1*,0.8,46,0.4,-0.3
CC(C)(C)c1ccc(/C=C/C(=O)NC2CCS(=O)(=O)C2)cc1 (stereo unspecified),-12,-0.6,-14,10,10,1.5,1.4,1.1,0,-1.1,-0.1

(more compounds)
SMILES,S1P3 antagonist,Redox H2O2 prof,Diaph inh CS,G6PDH counter,TLR4 MyD88 comp,PMI activator,PMI act satM6P,Diaphorase act,Lmaj promast,RAM inhibit,Hsp70 activator
O=C(/C(=C(\[O-])c1ccccc1)[n+]1ccc2ccccc2c1)c1ccc(Cl)cc1,7,-0.1,-14,9,11,1.3,1.1,1.1,-1,0.1,-0.3
O=C(Nc1ccccc1-c1nc2ccccc2s1)C1=COCCO1,-7,0.6,12,17,-12,0.8,0.9,0.9,1,2.9,-0.2
CCCCc1nc2ccccc2c(=O)n1NC(=O)c1c(O)c2cccc3c2n(c1=O)CC3,-9,.,30,2,.,0.9,0.9,0.7,.,.,.
CCC(=O)N1CCc2cc(Br)cc(S(=O)(=O)NCC3CCCN3CC)c21 (stereo unspecified),.,-1.2,17,2,9,0.9,1,0.8,-8,4.8,-0.3
O=C(NCCCn1ccnc1)c1cc(S(=O)(=O)N2CCOCC2)c(Cl)cc1Cl,.,-1.1,12,3,-3,0.9,0.9,0.9,3,2.0,0.1
N#Cc1ccccc1NC(=O)c1ccc2c(Cl)c3c(nc2c1)CCCC3,6,0.2,14,-24,7,0.9,1.1,0.9,2,1.2,-0.1
O=C(N/N=C/c1ccccc1)c1n[nH]c2c1CCCC2,20,-0.3,11,9,-2,0.9,0.9,0.9,16,1.1,-0.2

Screens as filed in PubChem.
